# All columns: NCI-60 one-dose screen, growth in % after 48 h at 10 µM unless noted; 100 = growth as untreated, 0 = no growth, -100 = all killed.
# BT-549 = BT-549 breast cancer. 78,000 tested, 4.4% active. AID 1794793
# UACC-257 = UACC-257 melanoma; 78,000 tested, 4.4% active
# UACC-62 = UACC-62 melanoma; AID 1794756; 81,000 tested, 5.4% active
# HS 578T = HS 578T breast cancer. AID 1794788. 78,000 tested, 4.1% active
# MALME-3M = MALME-3M melanoma | 78,000 tested, 5.8% active
# LOX IMVI = LOX IMVI melanoma. 79,000 tested, 7.4% active
# T-47D = T-47D breast cancer; 79,000 tested, 5% active; AID 1794792
# SK-MEL-2 = SK-MEL-2 melanoma. 77,000 tested, 4.7% active. AID 1794763
# Starred values were filed as active, the others as inactive; x = no result given; & = joins results of further samples. The calls were made as follows: active = growth percent below 10; inactive = the rest.
1) CCOC(=O)CCC(=O)/C=C\c1ccc2c(c1)OCO2
2) NC(=O)c1cc[n+](CC2=C(C(=O)[O-])N3C(=O)[C@@H](NC(=O)Cc4cccs4)[C@H]3SC2)cc1
3) COc1ccc(C(=O)/C=C/c2cc(-c3cc(OC)c(OC)c(OC)c3)n[nH]2)cc1F
4) CC(=O)O[C@]1(C)C[C@H](O)[C@]2(O)C=CO[C@H](O[C@@H]3O[C@H](CO)[C@@H](O)[C@H](O)[C@H]3O)[C@@H]21
5) Cc1cc(N/N=C/c2nc(-c3ccc(Br)cc3)oc2C)c2cc(Cl)ccc2n1
6) COc1cccc(C(=O)N(c2ccc(Cl)cc2)C(C(=O)NC(C)(C)C)c2cc3c(C)cc(C)cc3nc2Cl)c1 (configuration not stated)
7) COc1ccc(C2Sc3ccccc3N(CCN(C)C)C(=O)C2OC(C)=O)cc1 (configuration not stated)
8) C[C@]12CC[C@@H]3c4ccc(O)cc4CC[C@H]3[C@@H]1CC[C@@H]2NS(=O)(=O)c1ccc(F)cc1
assay / entry,1,2,3,4,5,6,7,8
BT-549,92.0,84.0,108.1,94.6,98.1,97.4,98.8,85.2
UACC-257,110.2,113.9,103.2,108.9,95.6,104.7,104.6,85.3
UACC-62,95.7,91.0,94.2,100.4,82.9,72.6,105.0,94.5
HS 578T,105.6,x,84.6,111.9,106.1,81.7,109.0,86.7
MALME-3M,99.3,103.7,109.8,97.5,55.6,93.0,94.7,76.5
LOX IMVI,94.3,84.3,100.1,105.3,20.8,72.4,96.8,x
T-47D,115.3,79.4,102.2,92.0,95.8,58.5,95.6,63.4
SK-MEL-2,117.3,x,99.7,x,110.0,87.9,x,x

9) CN(C)c1ccc(C(=C2C=CC(=[N+](C)C)C=C2)c2ccccc2Cl)cc1
10) Cc1[nH]c2ccccc2c1C(=O)C(N)=O
11) O=C(/N=c1\oc2ccccc2cc1-c1cc2ccccc2[nH]1)Nc1ccccc1
12) COc1ccc(-c2cs/c(=N\N=C\c3cccc(C)c3)n2-c2ccccc2)cc1
13) CNc1nc2c(s1)C(c1ccc(F)cc1)CC(=O)N2 (configuration not stated)
14) CCc1c(N)nc(N)nc1Nc1ccc(C)c(C)c1
15) Cc1nn2c(/C=C3/C(=O)Nc4ccccc43)c(-c3ccc(F)cc3)nc2s1
16) CC(=O)c1ccc(O)cc1
assay / entry,9,10,11,12,13,14,15,16
BT-549,1.5*,107.9,101.7,101.8,96.7,96.3&103.1,87.2,99.9
UACC-257,-77.7*,105.1,111.3,95.2,98.2,101.7&90.5,101.8,99.0
UACC-62,-73.3*,104.3,76.9,68.2,88.4,88.8&104.2,63.3,94.7
HS 578T,-21.2*,x,110.1,100.4,93.7,101.6&117.6,73.0,x
MALME-3M,-46.1*,99.7,96.1,51.4,107.1,96.0&96.2,83.1,100.7
LOX IMVI,-97.2*,110.4,x,95.8,100.4,92.6&98.4,87.2,95.7
T-47D,-72.6*,92.3,58.0,88.6,86.5,96.8&88.2,76.4,93.5
SK-MEL-2,-52.4*,119.3,101.1,99.6,107.7,100.6&110.5,98.3,116.0

17) NS(=O)(=O)c1cccc(Nc2nc(SCC(=O)c3ccc(Br)cc3)nc3ccccc23)c1
18) COc1cc(C2=NN(C=O)C(c3c(C)nn(-c4ccccc4)c3N(C)Cc3ccccc3)C2)cc(OC)c1OC (configuration not stated)
19) O=C1CCC(NNc2ccccc2)N1 (configuration not stated)
20) O=C(Nc1ccc(Oc2cccc(F)c2)c(Cl)c1)c1cccnn1
21) Cc1ccc(-c2c3c(N)nc(-c4ccncc4)nc3nc3c2c(C)nn3-c2ccccc2)cc1
22) CCOC(=O)CCCCCN
23) C/C(=C(/c1ccc(O)cc1)c1ccc(Cl)cc1)c1ccccc1
24) Cc1ccc(CNn2c(COc3ccccc3)nc3ccccc3c2=O)cc1
assay / entry,17,18,19,20,21,22,23,24
BT-549,-40.8*,101.2,98.4,84.7,59.4,x,-78.9*,92.3
UACC-257,96.1,72.3,97.3,92.9,x,111.3,-74.6*,98.7
UACC-62,59.1,85.1,71.5,68.4,58.3,x,-94.5*,46.5
HS 578T,59.6,x,84.7,104.5,32.7,116.3,-37.6*,108.8
MALME-3M,54.7,93.6,104.9,92.0,-2.1*,x,-94.6*,88.5
LOX IMVI,x,89.0,48.9,74.8,8.7*,108.0,-95.7*,92.8
T-47D,31.9,68.4,93.7,57.9,35.6,106.0,-13.5*,98.1
SK-MEL-2,89.9,x,101.9,91.7,-7.1*,130.2,-85.1*,91.5

25) ClC(Cl)(Cl)C1OCCO1
26) Clc1ccccc1CN1CCc2sccc2C1
27) Cc1ccn2c(C(=O)NCc3ccc(OCc4cn(Cc5ccc([N+](=O)[O-])cc5)nn4)cc3)c(C)nc2c1
28) CCOC(=O)c1sc2ncnc(Nc3ccc(OCc4ccc(Cl)cc4)c(Cl)c3)c2c1C
29) Cc1cc(N/N=C/c2ccccn2)nc2c(C)cccc12
30) Oc1ccc(-c2nnc(SCc3ccc(O)c4ncccc34)n2-c2ccccc2)cc1
31) CC1=C(C(=O)c2cnccn2)C(c2ccccc2)NC(=O)N1 (configuration not stated)
32) CC(=O)Oc1ccccc1C(=O)Oc1ccc(C(=O)/C=C/c2ccncc2)cc1
assay / entry,25,26,27,28,29,30,31,32
BT-549,98.3,93.0,64.8,93.6,97.8,26.9,104.4,31.0
UACC-257,95.7,90.2,66.9,105.7,90.4,-4.2*,113.3,94.9
UACC-62,103.6,89.2,63.3,101.0,100.2,-4.1*,101.2,50.6
HS 578T,x,126.1,86.8,104.4,89.7,39.8,98.8,32.8
MALME-3M,98.5,82.6,85.7,94.4,87.8,3.9*,99.8,86.2
LOX IMVI,95.6,92.3,88.4,94.6,98.3,5.1*,94.3,-44.2*
T-47D,105.0,81.4,54.2,87.2,69.5,14.8,92.9,54.9
SK-MEL-2,104.5,100.0,96.6,98.0,x,38.1,121.3,107.9

33) CCOc1ccc(-c2cc(C(=O)Nc3ccc(C(C)=O)cc3)no2)cc1OCC
34) CCCCCCCCCCSc1n[nH]c(=S)s1
35) O=C(CSc1nnc(-c2ccc(-c3nc4ccc(Cl)cc4[nH]3)cc2)o1)Nc1ccc(C(=O)/C=C/c2ccc(Cl)cc2)cc1
36) CCC(=O)OC(C)CNC(=O)C(C)OC(=O)CC (configuration not stated)
37) COc1cc(C2C=C(C)N=C3SC=NN32)cc(OC)c1OC (configuration not stated)
38) CC(C)(C)OC(=O)NC(CSCc1ccccc1)C(=O)ON1C(=O)CCC1=O (configuration not stated)
39) CCN(CCO)CC(=O)c1cc(Cl)cc(Cl)c1Cl
40) Nc1cccc(N=[N+]([O-])c2cccc(N)c2)c1
assay / entry,33,34,35,36,37,38,39,40
BT-549,99.0,x,101.9,x,141.2,116.8,93.7,112.1
UACC-257,115.3,114.9,102.6,109.6,94.8,99.8,101.9,105.4
UACC-62,97.8,93.5,86.4,109.4,100.2,112.5,98.3,99.4
HS 578T,95.2,102.2,108.1,110.1,106.0,115.0,101.0,133.6
MALME-3M,99.8,103.2,107.1,102.9,x,101.0,98.2,108.0
LOX IMVI,102.7,102.4,98.5,103.0,95.8,104.2,99.6,97.7
T-47D,101.6,78.4,103.9,91.2,109.1,93.9,84.0,105.3
SK-MEL-2,113.4,104.0,105.2,111.6,x,x,92.4,138.4

41) Cc1cc(C(NC(=O)CCCCCNc2cccc3c2C(=O)N(C2CCC(=O)CC2=O)C3=O)c2cccc(N(C)C)c2)c(O)c2ncccc12 (configuration not stated)
42) CC(=O)CC(=O)OC1CCCCC1
43) IP(CCCSc1n(Cc2ccc3ccccc3c2)c(-c2ccccc2)c(-c2ccccc2)[n+]1Cc1ccc2ccccc2c1)(c1ccccc1)(c1ccccc1)c1ccccc1
44) CCOC(=O)Cn1c(O)c(N=Nc2ccc(S(N)(=O)=O)cc2)c2cc(Cl)ccc21
45) O=S(=O)(NCCNc1nccc(-c2cn(-c3ccccc3)nc2-c2ccc(Cl)c(O)c2)n1)c1ccc(O)cc1
46) COc1ccc(/C=N/NC(=O)C2CCC(=O)N2)cc1 (configuration not stated)
47) Cc1[nH]c(C(=O)Nc2nc3ccc(NC(=O)CCN)cc3s2)c(Cl)c1Cl
48) COc1cc(-c2csc(NC(=O)c3ccc4c(c3)OCCO4)n2)cc(OC)c1OC
assay / entry,41,42,43,44,45,46,47,48
BT-549,-8.9*,117.5,20.0,117.7,72.2,115.9,88.9,77.6
UACC-257,1.9*,x,4.7*,104.3,x,101.6,96.8,114.9
UACC-62,-6.0*,94.3,26.6,75.8,66.6,95.8,44.4,63.3
HS 578T,19.6,111.3,67.1,98.3,81.3,101.5,90.8,98.8
MALME-3M,-11.8*,90.8,14.6,92.9,102.3,106.0,53.8,91.9
LOX IMVI,0.5*,97.6,8.0*,94.3,65.5,94.7,19.7,78.8
T-47D,4.1*,89.6,2.6*,94.7,55.5,102.2,54.8,46.9
SK-MEL-2,-1.6*,104.3,2.5*,99.3,60.8,111.8,96.4,x

49) CC1(C)CC(=O)C2=C(C1)OC(N)=C(C#N)C2c1cc2ccccc2n2nnnc12 (configuration not stated)
50) CCOC(=O)CCCN(c1[nH]c(C)c(C)c1C#N)S(=O)(=O)c1ccc(C)cc1
51) Cc1nc(NC(=O)Nc2ccccc2)sc1C(=O)NN
52) O=C(O)c1ccccc1-c1c2ccc(=O)c(I)c-2oc2c(I)c(O)ccc12
53) COc1cccc(Cn2cc3c(c2-c2ccccc2)CCCc2cnoc2-3)c1
54) CSc1cc(=O)[nH]cn1
55) CC1=CCC2C(=O)NC(=O)C2C1 (configuration not stated)
56) Cc1ccc(-c2nnc(Cn3ccnc3)o2)cc1
assay / entry,49,50,51,52,53,54,55,56
BT-549,92.5,105.6,x,95.1,x,99.2,105.1,100.2
UACC-257,92.0,96.2,106.1,100.5,93.6,77.9,84.7,105.9
UACC-62,88.2,95.6,88.2,103.6,80.7,81.6,101.5,87.8
HS 578T,109.6,110.5,99.2,101.3,89.7,98.7,82.1,133.3
MALME-3M,106.7,103.7,103.6,101.1,86.7,105.0,103.7,111.3
LOX IMVI,105.2,102.0,91.0,98.3,101.7,101.2,99.4,101.1
T-47D,93.1,112.6,104.3,91.8,78.4,89.1,89.2,93.8
SK-MEL-2,100.2,107.7,62.2,113.0,89.5,98.0,90.0,x

57) Clc1ccc(-c2c3ccc(=[N+]4CCCCC4)cc-3oc3cc(N4CCCCC4)ccc23)cc1
58) O=C1OC(=O)C2CCC12 (configuration not stated)
59) CC(=O)Nc1ccc(S(=O)(=O)N=C(N)N)cc1
60) Cc1cccc[n+]1CCCC[n+]1ccccc1C
61) FC(F)(F)c1ccc(Nc2nnc(-c3ccc(Cl)cc3)o2)cc1
62) O=C(CSc1nnc(-c2cnccn2)n1-c1ccccc1)c1ccc(Cl)cc1
63) CCCCCCCCCCCCCCNc1nc(-c2ccc(C(F)(F)F)cc2)ncc1-c1ccc(C(F)(F)F)cc1
64) CN(CC1CO1)c1ccccc1 (configuration not stated)
assay / entry,57,58,59,60,61,62,63,64
BT-549,-93.5*,89.6,x,107.2,104.2,91.6,103.7,102.4
UACC-257,-78.5*,110.5,101.4,104.8,52.3,96.0,120.6,119.7
UACC-62,-87.1*,106.7,91.3,101.5,89.8,84.9,104.6,103.9
HS 578T,-26.1*,109.8,98.9,94.7,94.9,103.7,108.7,104.4
MALME-3M,-76.4*,96.8,96.5,116.1,100.5,105.1,102.8,106.4
LOX IMVI,-70.2*,99.6,103.6,98.4,98.7,107.5,x,99.7
T-47D,-75.3*,x,107.0,100.9,91.0,85.9,96.6,102.4
SK-MEL-2,-77.4*,103.2,136.4,112.0,90.9,96.4,96.3,124.6

# Among those listed so far, 2 have a tert-butyl group:
6) COc1cccc(C(=O)N(c2ccc(Cl)cc2)C(C(=O)NC(C)(C)C)c2cc3c(C)cc(C)cc3nc2Cl)c1 (configuration not stated)
38) CC(C)(C)OC(=O)NC(CSCc1ccccc1)C(=O)ON1C(=O)CCC1=O (configuration not stated)
assay / entry,6,38
BT-549,97.4,116.8
UACC-257,104.7,99.8
UACC-62,72.6,112.5
HS 578T,81.7,115.0
MALME-3M,93.0,101.0
LOX IMVI,72.4,104.2
T-47D,58.5,93.9
SK-MEL-2,87.9,x

# Carrying on:
65) Cc1cccc(NC(=O)c2cc3nc4c(c(C(F)(F)F)n3n2)CCc2ccccc2-4)n1
66) Cn1c(=O)c2[nH]c(CCC(=O)O)nc2n(C)c1=O
67) Cn1c(=O)c2[nH]c(CNc3ccc(C(=O)O)cc3)nc2n(C)c1=O
68) O=C/C(Br)=C\c1ccccc1
69) O=C(NC(Sc1ccc(Cl)cc1)C(=O)O)c1ccccc1 (configuration not stated)
70) CC(C)CN(CC(C)C)C(=O)CCl
71) O=CNC(=O)/C=C/C(=O)O
72) c1ccc2c3c(ccc2c1)Sc1c(ccc2ccccc12)N3
73) Cc1[nH]n(C(=O)c2ccncc2)c(=O)c1N=Nc1ccc(F)c(Cl)c1
74) O=S(=O)(O)c1cc(O)c2ccccc2c1
assay / entry,65,66,67,68,69,70,71,72,73,74
BT-549,95.1,106.4,81.6,104.8,97.2,108.6,109.7,64.1,102.7,x
UACC-257,x,94.0,107.8,114.0,x,97.2,132.1,82.0,11.7,92.2
UACC-62,80.8,97.1,110.3,96.4,103.0,101.4,101.7,72.5,105.7,103.4
HS 578T,105.2,105.3,99.4,105.7,111.5,105.6,x,82.0,89.1,107.7
MALME-3M,118.8,102.1,98.9,138.1,103.6,98.5,110.0,72.7,103.8,95.1
LOX IMVI,104.0,104.2,97.6,110.5,101.2,95.3,108.3,57.5,111.3,91.1
T-47D,79.7,96.6,102.6,105.4,101.5,104.9,99.7,64.9,99.7,96.8
SK-MEL-2,96.6,101.9,96.1,113.2,118.3,104.3,96.9,112.5,114.0,102.6

# Source: PubChem BioAssay
